Bioassay records: PubChem BioAssay, National Center for Advancing Translational Sciences (NCATS)
Mm-Cpn inhibitor: blocks the Methanococcus maripaludis chaperonin Mm-Cpn | purified Mm-Cpn ATPase, ADP Transcreener TR-FRET | Potency, µM (doses to about 76.9 µM), for inactives: at the highest dose activity, negative = inhibition, most hits filed as inhibitors | 0.031% of 330,000 active | AID 504842; note: potency is the fitted concentration of half-maximal effect; % is set by controls: 0 for no effect and ±100 for the full control effect; nearly all actives have a fitted effect of over 80% in size
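Purified archaeal chaperonin (25 nM final) was preincubated with compound for 10 min at 37°C, then ATP (10 uM final) was added for 30 min at 37°C in Tris pH 7.4/KCl/MgCl2/DTT buffer. ADP was quantified by HTRF Transcreener TR-FRET.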
EPAC2 antag: blocks human EPAC2 exchange factor. EPAC2 GEF exchange of Rap1B-BODIPY-GDP, fluorescence. 0.18% of 360,000 active. Q8WZA2. AID 720708. Potency, µM (doses to about 114 µM), for the others: at the top dose activity, negative = inhibition, most hits filed as inhibitors; note: potency is the fitted concentration of half-maximal effect; % is set by controls: 0 for no effect and ±100 for the full control effect; nearly all actives have a fitted effect of over 45% in size; many of its hits are not listed in these tables
Target sequence (Q8WZA2 whole entry, looked up): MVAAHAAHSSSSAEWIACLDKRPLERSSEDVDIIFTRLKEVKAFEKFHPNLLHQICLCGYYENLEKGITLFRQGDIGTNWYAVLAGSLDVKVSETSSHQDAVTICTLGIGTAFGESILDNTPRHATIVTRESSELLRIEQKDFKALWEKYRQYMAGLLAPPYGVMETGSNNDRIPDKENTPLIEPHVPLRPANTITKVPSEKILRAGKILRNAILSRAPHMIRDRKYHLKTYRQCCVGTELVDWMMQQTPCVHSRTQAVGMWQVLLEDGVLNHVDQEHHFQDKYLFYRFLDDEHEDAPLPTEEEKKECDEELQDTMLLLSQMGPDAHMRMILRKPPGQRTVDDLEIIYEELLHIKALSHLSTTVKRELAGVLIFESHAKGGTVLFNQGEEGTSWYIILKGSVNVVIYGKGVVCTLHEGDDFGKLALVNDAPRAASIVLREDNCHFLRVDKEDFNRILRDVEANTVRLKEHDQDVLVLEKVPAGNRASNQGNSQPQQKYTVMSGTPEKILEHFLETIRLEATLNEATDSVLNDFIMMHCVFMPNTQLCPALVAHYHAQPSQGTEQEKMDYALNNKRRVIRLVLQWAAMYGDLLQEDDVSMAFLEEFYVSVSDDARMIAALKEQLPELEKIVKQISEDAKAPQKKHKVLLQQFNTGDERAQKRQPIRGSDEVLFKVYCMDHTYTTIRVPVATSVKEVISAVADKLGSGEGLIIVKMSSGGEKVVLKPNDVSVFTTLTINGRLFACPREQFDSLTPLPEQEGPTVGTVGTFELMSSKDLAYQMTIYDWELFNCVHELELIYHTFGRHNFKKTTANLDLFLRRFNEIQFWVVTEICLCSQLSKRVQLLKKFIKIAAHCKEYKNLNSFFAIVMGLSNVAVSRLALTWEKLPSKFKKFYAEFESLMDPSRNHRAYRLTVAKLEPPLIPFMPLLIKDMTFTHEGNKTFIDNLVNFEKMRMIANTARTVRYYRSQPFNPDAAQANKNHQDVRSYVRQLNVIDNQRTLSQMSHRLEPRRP
Akt phos inh: inhibitors of Akt phosphorylation; activity change, % for hits at 50 µM; 0.32% of 360,000 active; Neuro2A IGF-stimulated pAkt S473 HTRF, 20 min; active compounds read low; in the data active = activity change below about -80%; inconclusive = mostly about -51% to -80%; note: % is set by controls: 0 for no effect and ±100 for the full control effect
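Single-point screen (50 µM final compound) in Neuro2A cells stimulated 20 min with 6 nM IGF at 37 deg C. After lysis, Ser473-phosphorylated Akt read by HTRF (ex 330 nm, em 615/665 nm) as the 665/615 ratio.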
CCT modulator: cytosolic chaperonin activity modulation | activity change, % (concentration not given with the values), hits read low | AID 651819 | purified chaperonin ATPase assay, HTRF ADP detection, 30 min | 0.3% of 360,000 active; in the data active = activity change below about -30%; note: % is set by controls: 0 for no effect and ±100 for the full control effect
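We incubate TRiC, 40 or 20 nM final, with library compounds at 76 uM and 10 uM ATP for 30 min at 37 °C. ADP formed is detected with Transcreener HTRF reagents after 30 min at room temperature.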
D3 ag: activates the human D3 dopamine receptor | AID 652048 | max activation, % | 0.58% of 410,000 active | P35462 | D3R DiscoveRx beta-arrestin cells, luminescence, 90 min; in the data active = max activation above about 30%; note: 0% is about no effect; mostly tested at two doses, the higher about 12 µM
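Cells at 1500/well, incubated overnight, then treated with pinned compounds (dopamine as control) for 90 min at 37 degrees C. DiscoveRx reagent added for 30 - 60 minutes at room temperature; luminescence read.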
PTHR1 ag: PTHR1 (human) receptor agonism | Q03431 | HEK293 GP2 PTHR1 cells, GloSensor cAMP luminescence, 1 h | Potency, µM (top dose mostly 115 µM), inactives show at the top dose activation, hits mostly activators | 0.075% of 410,000 active; note: potency is the fitted concentration of half-maximal effect; nearly all actives have a fitted effect of over 55% in size; some results filed as inactive show a strong effect at the top dose; inactives centre near -15; many of its hits are not listed in these tables
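HEK-293-derived GP2 cells expressing PTHR1 and a GloSensor cAMP reporter, 3,000/well, plated overnight, given luciferin plus IBMX (each 0.5 mM as added) for 1 h at 37 °C, then compound for 1 h at 37 °C. Luminescence was read after 15 min at room temperature.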
EPAC2 agonist: EPAC2 (human) agonism. EPAC2 activation, biochemical qHTS; response scale: 100% = 6.5 mM cAMP response. 0.079% of 360,000 active. Potency, µM (doses to about 154 µM), for the others: at the highest dose activation, hits mostly activators; note: potency is the fitted concentration of half-maximal effect; nearly all actives have a fitted effect of over 50% in size
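Each well held 100 nM EPAC2, 250 nM RAP1B-BODIPY-GDP and 50 uM GDP. Fluorescence, read at 5-min intervals to 30 min, was referenced to a 6.5 mM cAMP positive control.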
D3 antag: D3 dopamine receptor (human) antagonism; 2.5% of 360,000 active; D3R cells, DiscoveRx beta-arrestin luminescence, antagonist mode; active compounds read low; max response, negative = inhibition, %; P35462; AID 652054; in the data active = max response below about -50%; inconclusive = no clear call, values can overlap the other calls; note: % is set by controls: 0 for no effect and ±100 for the full control effect; mostly tested at two doses, the higher about 12 µM
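Cells plated overnight at 1500 cells/well, then exposed to library compounds with dopamine controls for 90 minutes at 37 degrees C. DiscoveRx reagent added for 30–60 minutes at room temperature; luminescence read, quantitative HTS format.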
The depositor's hits bear a star; i = inactive; ? = inconclusive; · = no result given; & = joins results of further samples; [ ] = remark or other dose. Unless noted, calls come from the whole dose curve; as a rule, active = well fitted curve in the direction sought with a large enough effect; inconclusive = small, poorly fitted or top-dose-only effect, or another doubt; inactive = no such curve, though single readings can be large; an effect the other way counts as inactive or inconclusive. Only part of the results is shown. The share of hits here may be higher or lower than overall.

SMILES	Mm-Cpn inhibitor	EPAC2 antag	Akt phos inh	CCT modulator	D3 ag	PTHR1 ag	EPAC2 agonist	D3 antag
COCCN(C(=O)CNC(=O)c1ccco1)C(C(=O)NC1CCCC1)c1ccc(F)cc1 (stereo not drawn)	0%	7%	i	-6.4	6	-10%	4%	3
O=C(Cn1c(=O)oc2ccccc21)Nc1n[nH]c(=S)s1	1%	-26%	i	-0.8	2	2%	5%	1
O=C(CN1C(=O)/C(=C/c2ccccc2)Sc2ccccc21)NCCCN1CCOCC1	-3%	8%	i	-0.7	0	-10%	2%	7
CC(C)(C)c1ccc(C(=O)OCC(=O)NCc2ccco2)cc1	0%	-16%	i	-2.1	-3	-18%	10%	-20
Oc1c(C(c2cccs2)N2CCN(c3ccc(F)cc3)CC2)sc2ncnn12 (stereo not drawn)	-3%	-11%	i	-0.2	3	i	20%	9
COCCCn1c(-c2cccs2)nc2nc3ccccc3nc21	-1%	-6%	i	0.4	4	i	5%	14
COC(=O)c1[nH]c2ccc(C)cc2c1NC(=O)Nc1ccc(OC)cc1	-3%	3%	i	0.7	-7	i	-7%	-11
Nn1c(SCC(=O)NCc2ccc3c(c2)OCO3)nnc1C(F)(F)F	1%	-6%	i	0.4	2	-39%[inhibitor]	4%	7
CC(OC(=O)c1cc(S(=O)(=O)N2CCOCC2)ccc1F)C(=O)NCc1ccc2c(c1)OCO2 (stereo not drawn)	-1%	-2%	i	-3.4	10	-2%	2%	0
Nc1ncc(Br)cc1N=Cc1ccccc1	-1%	15%	i	2.2	-1	-7%	2%	22
COc1ccc(CC(=O)NNC(=O)c2nn(Cc3ccccc3)c(=O)c3ccccc23)cc1OC	-1%	10%	i	1.4	-9	-7%	3%	-16
CC(=O)Nc1cccc(NC(=O)c2cc(-c3cccnc3)nc3ccc(Br)cc23)c1	-13%	-9%	i	0.4	10	-21%	11%	15
COc1ccccc1N1CCN(C(=O)CSc2nnc(C)n2C2CC2)CC1	1%	-17%	i	-1.2	-6	28%	9%	1
COc1cccc(-c2nnc(SCC(=O)Nc3cc(C)on3)o2)c1	0%	5%	i	-0.1	-8	0%	7%	-65*
COc1ccc(/C=C2\SC(=O)N(CCC(=O)NC3CCS(=O)(=O)C3)C2=O)cc1 (stereo not drawn)	-2%	14%	i	1.9	-7	-33%[inhibitor]	-1%	23
C/C(=N\NC(N)=S)c1cccnc1	1%	8%	i	-0.6	-16	-8%	5%	-11
CCc1ccc(N(CC(=O)N2CCCC2)S(C)(=O)=O)cc1	·	-21%	i	-2.2	-3	-2%	-3%	-13
COc1ccc(NC(=S)N(CCCN2CCN(C)CC2)Cc2cccs2)cc1	-13%	10%	i	0.3	-9	i	6%	45
CCOc1ccccc1Nc1nnc(SCC(=O)NC2CCS(=O)(=O)C2)s1 (stereo not drawn)	-1%	5%	i	0.2	9	i	4%	2
CN(CC(=O)Nc1cccc(F)c1)C(=O)CC1CCCCC1	0%	14%	i	1.0	-24	6%	6%	-14
O=C(Nc1ccccc1)N1CCC(n2c(=O)[nH]c3ccccc32)CC1	0%	-11%	i	-0.5	1	i	2%	-7
O=C(OCc1ccccc1)N1CCCC2CC1c1ccccc12 (stereo not drawn)	·	1%	i	-1.6	-9	-58%[inhibitor]	21%	-29
Clc1ccc(-n2ncc3c(N4CCCCCC4)ncnc32)cc1	-3%	29%	i	0.3	-6	-4%	10%	-20
Cc1n[nH]c(C)c1-c1nc2ccccc2[nH]1	0%	-9%	i	0.8	0	i	0%	-5

Single values from the entries so far.
Result of CC(C)(C)c1ccc(C(=O)OCC(=O)NCc2ccco2)cc1 in CCT modulator: -2.1
Result of Nn1c(SCC(=O)NCc2ccc3c(c2)OCO3)nnc1C(F)(F)F in PTHR1 ag: -39%[inhibitor]
Result of COc1ccc(NC(=S)N(CCCN2CCN(C)CC2)Cc2cccs2)cc1 in Mm-Cpn inhibitor: -13%
Result of CC(OC(=O)c1cc(S(=O)(=O)N2CCOCC2)ccc1F)C(=O)NCc1ccc2c(c1)OCO2 (stereo not drawn) in D3 ag: 10

(more compounds)
SMILES	Mm-Cpn inhibitor	EPAC2 antag	Akt phos inh	CCT modulator	D3 ag	PTHR1 ag	EPAC2 agonist	D3 antag
CC(C)[C@H](NC(=O)[C@@H]1CSC2c3ccccc3C(=O)N21)C(=O)NC1CCCCC1 (stereo partly drawn)	3%	-7%	i	1.0	4	i	4%	0
COc1cccc(/C=N/Nc2ncnc(Cl)c2N)c1O	-3%	-19%	i	-6.8	12	i	-8%	10
Nc1ccc2sc(N)nc2c1	-4%	4%	i	0.0	11	-36%[inhibitor]	3%	19
COCCNC(=S)Nc1ccc2nsnc2c1	-30%	-1%	i	0.9	-12	-1%	-5%	13
CCOC(=O)c1[nH]nc(-c2c(O)cc(C)cc2O)c1-c1csc(C)n1	-3%	6%	i	-0.5	4	i	10%	-5
CC(NS(=O)(=O)c1cccc(S(=O)(=O)c2ccccc2)c1)C(=O)O (stereo not drawn)	0%	-5%	i	-1.4	0	0%	-3%	1
O=C(Nc1nc(-c2ccc(F)c(F)c2)cs1)c1cnccn1	-3%	-10%	i	0.6	6	3%	-2%	1
Cc1nc2cc(NCc3ccccc3O)ccc2n1Cc1ccccc1	-6%	-11%	i	0.1	3	-35%[inhibitor]	5%	4
Cn1c(SCC(=O)NCc2ccco2)nnc1C1CCCC1	0%	-9%	i	-0.9	4	0%	4%	6
COCC(=O)Nc1nnc(SCC(=O)N2CCCCC2)s1	-2%	4%	i	-0.7	4	i	1%	-2
COc1ccc(-c2noc(CCC(=O)N3CCN(c4ccc(Br)cc4)CC3)n2)cc1	-1%	-15%	i	0.4	26	i	-1%	23
CCCc1nn2c(=O)cc(COc3ccc(NC(=O)c4ccco4)cc3)nc2s1	-1%	2%	i	0.8	3	i	7%	-1
O=C(Nc1ccc(Cl)cc1C(F)(F)F)c1ccc(Cl)cc1	1%	7%	i	-2.3	0	i	6%	-7
COCCOC(=O)C1=C(C)NC(=O)NC1/C=C/c1ccccc1 (stereo not drawn)	-2%	2%	i	-0.7	9	-19%	5%	0
CC1=CS(=O)(=O)CC1Sc1nc2ccccc2[nH]1 (stereo not drawn)	1%	-8%	i	-28	4	-23%	-3%	0
C=CCn1c(N2CCN(c3ccc(OC)cc3)CC2)nc2c1c(=O)[nH]c(=O)n2C	2%	0%	i	-0.7	-11	i	-4%	6
CCC(Sc1nnnn1C)C(=O)Nc1ccc(C(C)=O)cc1 (stereo not drawn)	-1%	9%	i	2.3	-7	i	8%	-14
CCCCCn1c(C(Cc2ccccc2)NC(C)=O)nc2ccccc21 (stereo not drawn)	-2%	?	i	0.0	-12	0%	1%	10
CN(C)CCCNc1nc(N)c([N+](=O)[O-])c(NCc2ccccc2)n1	4%	1%	i	-1.1	-6	i	9%	-3
CCOC(=O)C1C(=O)NC(N2CCN(c3ccccc3)CC2)=NC1c1ccco1 (stereo not drawn)	1%	1%	i	-1.3	-4	i	-5%	?
Clc1ccc(-c2nnc(-c3ccccc3)o2)c(Cl)c1	1%	-3%	i	1.5	-2	-17%[57.5 µM]	-4%	4
CCC(=O)N1CCc2cc(Br)cc(S(=O)(=O)CCC(=O)NCC3CCCO3)c21 (stereo not drawn)	0%	-5%	i	2.0	-3	-5%	12%	-10
COc1cccc(Nc2c3c(nc4c(-c5ccccc5)c(C)nn24)CCC3)c1	-3%	-4%	i	-2.7	-4	-17%	7%	-12
COc1ccc(C(CNC(=O)c2cncc(Br)c2)N(C)C)cc1 (stereo not drawn)	3%	2%	i	0.7	-22	-3%	4%	-16

3 structures from above, sorted by formula weight, descending:
SMILES	Mm-Cpn inhibitor	EPAC2 antag	Akt phos inh	CCT modulator	D3 ag	PTHR1 ag	EPAC2 agonist	D3 antag
CCC(=O)N1CCc2cc(Br)cc(S(=O)(=O)CCC(=O)NCC3CCCO3)c21 (stereo not drawn)	0%	-5%	i	2.0	-3	-5%	12%	-10
COc1cccc(Nc2c3c(nc4c(-c5ccccc5)c(C)nn24)CCC3)c1	-3%	-4%	i	-2.7	-4	-17%	7%	-12
CCCCCn1c(C(Cc2ccccc2)NC(C)=O)nc2ccccc21 (stereo not drawn)	-2%	?	i	0.0	-12	0%	1%	10

Next structures.
SMILES	Mm-Cpn inhibitor	EPAC2 antag	Akt phos inh	CCT modulator	D3 ag	PTHR1 ag	EPAC2 agonist	D3 antag
CC1(C)C2CCC(C2)C1(C)NC(=O)CN1CCCC1 (stereo not drawn)	-5%	-3%	i	-0.4	-7	i	0%	-4
CCCNC(=O)C1(C)CCN(Cc2ccc(Cl)c(Cl)c2)C1 (stereo not drawn)	·	-6%	i	1.3	-17	-13%	1%	?
Nn1c(SCC(=O)Nc2ccc3c(c2)OCCO3)nnc1-c1ccncc1	1%	-2%	i	-1.1	3	i	9%	3
Cc1cc(Cl)ccc1NC(=O)COC(=O)CCNS(=O)(=O)c1ccccc1	1%	-5%	i	-0.9	1	i	5%	-5
CC(C)CNC(=O)CCc1c[nH]c2ccccc12	-1%	-1%	i	-4.2	-5	-8%[57.5 µM]	4%	-12
Oc1ccccc1N1CCN(c2ncnc3scc(-c4ccc(F)cc4)c23)CC1	-1%	-3%	i	0.6	7	-13%	11%	37
COC(=O)c1ccc2nc(-c3ccc(OC)c(OC)c3)c(Cc3ccccc3OC)n2c1	·	-8%	i	-0.7	6	-23%	13%	29
COc1ccccc1NC(=O)C(C)N(C)CCOc1ccccc1 (stereo not drawn)	0%	-4%	i	0.1	-7	-24%	11%	2
CC1(c2nnc(-c3cccc(Cl)c3)o2)CC(c2ccc(Cl)cc2)=NO1 (stereo not drawn)	·	0%	i	-0.3	21	-25%	8%	-12
O=C(Nc1nccs1)C1CCN(S(=O)(=O)c2cnc[nH]2)CC1	-3%	8%	i	-5.8	-2	i	5%	-18
CCOc1cc(CNS(=O)(=O)c2ccc3c(c2)CC(=O)N3C)cc(OCC)c1OCC	0%	2%	i	-1.6	4&13	i	-10%	4
Cc1ccccc1NC(=O)C1CCN(C2=NS(=O)(=O)c3ccccc32)CC1	-1%	-4%	i	2.4	-2	i	11%	-2
CCN(CC)CC(=O)Nc1ccc(/C(C)=N/NC2=NCCN2)cc1	1%	3%[57.1 µM]	i	0.1	-3	i	4%	0
COc1ccc(Cl)cc1S(=O)(=O)Nc1ccc(Cl)cn1	0%	2%	i	-0.9	0	i	6%	0
N=C1/C(=C\c2ccc(OC(=O)c3ccccc3Cl)cc2)C(=O)N=C2SC(N3CCOCC3)=NN12	0%	-10%	i	0.4	1	-24%	4%	1
